RTF Ca sens inh – cardiac RTF calcium desensitization; P19429+P45379; IANBD-labeled cardiac RTF, Ca2+ fluorescence; inhibition, % at 7.15 µM; hit rate 0.12% among 340,000; AID 493244;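 active = inhibition above the mean inhibition of all tested compounds plus 3 SD, cut at about 17% in these data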;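 also: assay run at fixed EC70 calcium of 1.6 mM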
Keap1 Nrf2 FP – inhibitors of human Keap1-Nrf2 protein-protein interaction; Keap1 Kelch-Nrf2 peptide fluorescence polarization, 1536-well; Q14145; AID 504523; hit rate 0.15% among 340,000; inhibition, % at 9.4 µM; in the data active = inhibition above about 12%;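 also: human Keap1 Kelch domain with fluorescein labeled Nrf2 9mer peptide probe; 0% = neutral control wells and 100% = peptide positive control; higher means more block of Keap1 binding to Nrf2 peptide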
CAL PDZ FP-1 – CAL PDZ (human) peptide binding inhibition | Q9HD26 | purified CAL PDZ, TMR-peptide fluorescence polarization, 1 h | inhibition, % at 24.9 µM | hit rate 0.92% among 300,000 | AID 602252;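 active = mean inhibition of at least 30% with at least half of replicates also reaching 30%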;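 also: 0% = DMSO neutral control and 100% = excess unlabeled competitor peptide PRC23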
DSG3 Ab inh – human desmoglein-3 autoantibody binding inhibition; hit rate 0.48% among 310,000; DSG3-coupled beads, scFv-anti-DSG3-GFP binding, flow cytometry; stronger effect = lower value; binding (percent of control), % at 10 µM; P32926;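 active = binding more than 3 SD below its plate's average and above zero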;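 also: hits lower antibody fragment binding to DSG3; some compounds called inactive have numbers as strong as hits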
Arrestin-AP2 inh – inhibitors of human beta-arrestin and AP2 interaction. FITC-arrestin peptide / GST-AP2 beads, flow cytometry; AP2 beta2 appendage carries R879A mutation. inhibition, % at 10 µM. hit rate 0.31% among 340,000;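 active = inhibition above a set limit, near 3 SD of compounds lacking own fluorescence, cut at about 54% in these data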;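 also: plate controls were DMSO wells for no effect and 5 µM unlabelled arrestin peptide for full effect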
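Material – GST-tagged AP2 beta2-adaptin appendage (R879A) on 4 µm glutathione beads · Probe or stimulus – fluorescein-tagged arrestin peptide at 50 nM final · Timing – 12 min plus 1 h, RT · Detection – bead flow cytometry, FITC channel · Read-out basis – inhibition as reduced fluorescein signal on beads, percent · Medium – PBS plus Tween 20 (0.05%) and BSA (0.1%)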
C-LANA FP – inhibitors of KSHV LANA C-terminal domain DNA binding. MBP-C-LANA/FAM-LBS DNA binding, fluorescence polarization. inhibition, % at 9 µM. hit rate 0.078% among 340,000. AID 504423;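 active = highest replicate inhibition at or above 60% at 9 µM, even if other replicates fall short; inactive = all replicates below 60% inhibition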;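 also: 0% = neutral control wells and 100% = 4 µM acridine orange control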
CAL PDZ FP-2 – inhibitors of human CAL PDZ peptide binding | Q9HD26 | purified CAL PDZ, TMR-peptide fluorescence polarization, 1 h | inhibition, % at 20 µM | hit rate 0.02% among 330,000 | AID 504414;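 active = highest replicate inhibition of at least 40%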;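 also: plate controls were DMSO neutral control wells for no effect and unlabeled competitor peptide control wells for full effect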
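Material: tagged CAL PDZ domain; buffer or medium: 25 mM sodium phosphate pH 7.4, 150 mM NaCl, TCEP, IgG, Thesit; compound dosing: single point, 20 µM; schedule: 1 h incubation at room temperature before polarization reading; measured by: FP readout, S and P plane fluorescence; read-out basis: percent inhibition from loss of millipolarization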
V-ATPase pH – regulators of yeast V-ATPase proton transport | S. cerevisiae, pHLuorin cytosolic pH fluorescence | response, % at 10 µM | hit rate 0.37% among 350,000 | AID 504577; in the data active = response mostly above about 7.3%, no sharp cut-off; inactive = mostly below about 5.4%; also: actives read high; inactives centre near 0; some compounds called inactive have numbers as strong as hits; reference of the scale not given here
NSD2 HMT inh – NSD2 (human) methyltransferase inhibition | NSD2 peptide methylation, AlphaScreen, 120 min | inhibition, % at 12.5 µM | hit rate 0.54% among 310,000 | AID 743445; in the data active = inhibition above about 50%
Target sequence (O96028 whole entry, looked up): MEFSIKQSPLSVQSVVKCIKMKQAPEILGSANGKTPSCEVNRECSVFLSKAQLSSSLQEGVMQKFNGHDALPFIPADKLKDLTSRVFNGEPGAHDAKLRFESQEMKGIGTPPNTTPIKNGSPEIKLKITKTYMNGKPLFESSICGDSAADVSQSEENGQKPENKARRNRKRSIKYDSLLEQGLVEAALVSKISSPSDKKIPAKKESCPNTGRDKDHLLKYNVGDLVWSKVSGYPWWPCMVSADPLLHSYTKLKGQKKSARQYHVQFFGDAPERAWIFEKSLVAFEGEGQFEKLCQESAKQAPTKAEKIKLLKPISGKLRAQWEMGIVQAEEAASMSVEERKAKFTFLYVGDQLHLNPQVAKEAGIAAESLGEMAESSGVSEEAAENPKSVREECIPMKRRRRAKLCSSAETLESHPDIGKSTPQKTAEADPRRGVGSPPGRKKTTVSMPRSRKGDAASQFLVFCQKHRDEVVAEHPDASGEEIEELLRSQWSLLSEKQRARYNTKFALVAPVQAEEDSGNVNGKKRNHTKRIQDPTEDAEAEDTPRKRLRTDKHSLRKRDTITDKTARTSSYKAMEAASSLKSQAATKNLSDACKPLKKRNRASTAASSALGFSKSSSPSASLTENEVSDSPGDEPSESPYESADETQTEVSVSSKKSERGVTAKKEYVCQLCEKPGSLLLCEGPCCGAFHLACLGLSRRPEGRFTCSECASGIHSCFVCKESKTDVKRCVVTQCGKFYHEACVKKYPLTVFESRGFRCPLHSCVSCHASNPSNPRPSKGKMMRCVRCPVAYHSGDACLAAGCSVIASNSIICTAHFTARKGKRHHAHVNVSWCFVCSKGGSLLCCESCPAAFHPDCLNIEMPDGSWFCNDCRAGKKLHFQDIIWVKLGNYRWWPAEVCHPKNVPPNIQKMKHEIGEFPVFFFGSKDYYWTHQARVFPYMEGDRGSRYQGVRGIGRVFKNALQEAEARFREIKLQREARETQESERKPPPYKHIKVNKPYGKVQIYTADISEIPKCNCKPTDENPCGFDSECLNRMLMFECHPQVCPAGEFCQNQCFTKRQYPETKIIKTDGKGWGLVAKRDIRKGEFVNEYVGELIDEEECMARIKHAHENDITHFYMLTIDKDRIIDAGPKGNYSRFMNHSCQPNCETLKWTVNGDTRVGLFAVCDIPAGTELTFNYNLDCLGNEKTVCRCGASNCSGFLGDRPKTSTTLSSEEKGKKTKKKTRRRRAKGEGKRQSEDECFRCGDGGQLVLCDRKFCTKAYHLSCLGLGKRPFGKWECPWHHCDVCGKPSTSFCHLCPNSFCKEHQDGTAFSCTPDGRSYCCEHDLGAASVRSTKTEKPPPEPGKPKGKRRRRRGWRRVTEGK
DAGLB inh – diacylglycerol lipase beta (human) inhibition | AID 504411 | HEK293T DAGLB membrane lysate, EnzChek fluorogenic substrate | hit rate 0.059% among 340,000 | inhibition, % at 5.17 µM | Q8NCG7; in the data active = inhibition above about 34%;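 also: 0% = enzyme with vehicle and 100% = wells lacking enzyme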
An asterisk follows results filed as active; x = no result given.

SMILES	RTF Ca sens inh	Keap1 Nrf2 FP	CAL PDZ FP-1	DSG3 Ab inh	Arrestin-AP2 inh	C-LANA FP	CAL PDZ FP-2	V-ATPase pH	NSD2 HMT inh	DAGLB inh
CNC(=O)Nc1ccccc1NC(=O)NC	-4.2	-5.1	1.8	x	-6.8	0.1	-1.3	0.4	-1.1	2.5
COCCCNC(=S)Nc1ccc2nc(N3CCOCC3)cc(C)c2c1	-5.9	1.5	-2.7	113.1	41.4	1.5	0.4	-2.9	-1.5	-4.7
Cc1ccc(-c2nnc(CN3CCN(C)CC3)o2)cc1	-11.9	0.3	-2.0	105.3	15.3	-1.9	-0.1	1.5	-0.1	1.9
O=C(Nc1nnc(C(F)(F)F)s1)C1COc2ccccc2O1 (stereo not given)	-4.2	4.8	-1.8	99.5	13.3	-2.0	-0.2	3.5	-0.8	4.9
Cc1[nH]nc(C(F)(F)F)c1CCC(=O)NC1CCCCCC1	-10.3	-4.5	0.7	x	-1.4	0.4	-1.3	0.3	-9.7	-0.8
O=C(CN1CCCC1c1cccs1)Nc1cc(S(=O)(=O)N2CCCC2)ccc1Cl (stereo not given)	-7.9	-4.2	-0.4	134.4	-4.8	-1.2	0.7	0.6	1.1	-2.2
Cc1c(C(=O)Nc2cccnc2)oc2ccc(Br)cc12	-1.3	-0.1	27.2	113.0	-4.1	3.7	-3.8	-1.2	-3.5	-3.0
CC(C)C(C)(C#N)NC(=O)COC(=O)C1CCN(S(=O)(=O)c2ccc3c(c2)OCCO3)CC1 (stereo not given)	-7.9	5.7	-5.3	98.7	10.9	0.3	-2.0	-1.2	-1.6	-0.1
Nc1cc(=O)nc2cn[nH]n12	x	x	x	102.0	x	x	x	4.0	-6.7	2.2
COc1cc(CNc2ccccc2Oc2cc(=O)n(C)c(=O)n2C)cc(OC)c1OC	-16.0	-4.4	0.3	x	6.7	1.5	-2.3	0.5	1.4	3.9
O=C(Nc1nnc(S(=O)(=O)N2CCCCCC2)s1)c1ccc(Cl)cc1	-2.4	-0.9	-0.5	x	9.1	0.2	-2.3	-7.1	-1.6	-0.3
Cc1cc(/C=C2\SC(=Nc3ccc(F)cc3)NC2=O)c(C)n1-c1ccc(S(N)(=O)=O)cc1	-0.5	2.9	-2.7	101.9	0.5	0.4	0.6	-2.3	-6.1	-4.3
CSc1ccccc1C(=O)C1CCCN(C(=O)c2cncs2)C1 (stereo not given)	-5.7	6.5	-0.8	95.0	2.4	-0.2	-1.6	2.3	3.7	-1.3
CCOC(=O)c1nnn(CC(=O)Nc2cccc(OC)c2)c1C(=O)OCC	-15.8	-1.4	-3.9	x	3.1	0.8	-0.7	0.3	x	-0.3
CCOc1cc(CNCc2ccccc2)ccc1OCC(=O)NC1CCCCC1	-5.9	-3.1	4.0	115.3	5.5	-0.1	-1.0	4.4	3.4	-0.7

Exported with bars between the fields: part of the list above
canonical_smiles | RTF Ca sens inh | Keap1 Nrf2 FP | CAL PDZ FP-1 | DSG3 Ab inh | Arrestin-AP2 inh | C-LANA FP | CAL PDZ FP-2 | V-ATPase pH | NSD2 HMT inh | DAGLB inh
Cc1ccc(-c2nnc(CN3CCN(C)CC3)o2)cc1 | -11.9 | 0.3 | -2.0 | 105.3 | 15.3 | -1.9 | -0.1 | 1.5 | -0.1 | 1.9
O=C(Nc1nnc(C(F)(F)F)s1)C1COc2ccccc2O1 (stereo not given) | -4.2 | 4.8 | -1.8 | 99.5 | 13.3 | -2.0 | -0.2 | 3.5 | -0.8 | 4.9

Next entries follow.
SMILES	RTF Ca sens inh	Keap1 Nrf2 FP	CAL PDZ FP-1	DSG3 Ab inh	Arrestin-AP2 inh	C-LANA FP	CAL PDZ FP-2	V-ATPase pH	NSD2 HMT inh	DAGLB inh
CC(=O)N1c2ccc(S(=O)(=O)N3CCC(C(=O)Nc4ccc(C)cn4)CC3)cc2CC1C (stereo not given)	-10.6	2.1	-4.7	x	-17.5	0.3	-2.2	4.1	-2.3	0.6
CC(=O)O[C@H]1[C@@H](O)[C@H](O)[C@H](Oc2c(O)c(C)c3c4c2[C@@H](C)CC[C@@H]4[C@@H](C)C[C@H]3C=C(C)C)O[C@H]1C	-3.8	-1.0	19.5	x	9.0	2.4	0.4	-6.4	x	-1.5
CN(CC(=O)Nc1ccc(F)cc1)CC(=O)N1CCCCC1	-2.5	-6.0	-0.7	x	-5.0	-0.4	-0.2	0.1	-0.8	0.4
COc1ccccc1CNC(=O)c1ccc2nc(N3CCOCC3)sc2c1	-3.0	-4.1	x	98.8	6.2	-1.1	-1.2	-1.4	x	-0.4
Cc1nc(C)c(C(=O)NCc2ccc(Cl)cc2)o1	-1.5	-2.6	0.1	105.0	2.7	1.4	-6.7	-2.1	0.6	-4.4
CCOC(=O)CCCCCC(=O)Nc1ccc2c(c1)C(=O)N([C@H](C)CO)C[C@@H](C)[C@H](CN(C)S(=O)(=O)c1cn(C)cn1)O2	3.5	0.6	1.0	103.7	x	0.2	-0.7	-1.0	x	-2.1
O=C(Nc1ccc(N2CCN(c3ncccc3C(F)(F)F)CC2)nc1)c1cccs1	-3.2	5.8	-1.4	106.5	0.3	3.6	0.5	1.8	1.0	3.2
CCc1ccc(C2CC(c3ccco3)=NN2S(C)(=O)=O)cc1 (stereo not given)	2.8	1.9	-1.8	126.4	-7.2	1.4	-0.9	3.8	-2.3	-1.2
COc1ccc(C(=O)N/C(=C/c2ccccc2F)C(=O)NCCN2CCOCC2)cc1OC	-1.1	-4.9	0.7	103.5	5.5	-2.7	-1.0	2.5	4.1	0.2
CN1/C(=C\C(=O)c2cccs2)Sc2ccccc21	-1.4	4.3	-4.1	107.3	4.7	0.0	-2.6	0.0	-26.0	3.4
O=C(Nc1ccccc1)Nc1nccs1	-0.1	-3.9	6.1	98.0	-11.4	1.6	-0.2	-3.0	-0.9	0.7
Cc1cc2c(Nc3cccc(O)c3)ncnc2s1	0.0	-1.8	7.1	99.4	6.7	-2.2	0.2	-1.9	7.9	-2.0
CN(C)S(=O)(=O)N1CCN(C(=O)N2CCOCC2)CC1	0.3	-2.7	-0.2	102.1	-5.0	-0.2	0.5	0.0	-3.7	2.5
CC(=O)Nc1ccc(S(=O)(=O)N2CCN(S(=O)(=O)N3CCCCC3)CC2)cc1	1.0	0.1	0.0	96.4	25.2	1.7	-0.5	-2.0	-2.5	-1.1
Cc1ccc(C=NCc2ccncc2)c(O)c1	-9.6	-1.7	-2.6	99.7	-0.6	1.0	-1.8	-3.8	0.4	-0.1
CC1CCCC(NC(=O)COC(=O)c2ccccc2NC(=O)c2ccco2)C1C (stereo not given)	1.0	1.0	-4.5	94.6	11.7	0.7	-0.4	0.9	-4.6	0.1
CCOC(=O)C1CCCN(C(=O)c2ccc(C)c(NC(=O)C3=C(C)OCCS3)c2)C1 (stereo not given)	-5.6	-3.6	0.2	98.3	6.0	1.6	-3.0	-3.2	-6.2	-2.1
CCN(CC)C(=O)C1CCCN(c2ccc([N+](=O)[O-])cc2/C=N/NC(=O)c2ccc([N+](=O)[O-])cc2)C1 (stereo not given)	-11.6	1.3	-4.2	x	29.4	1.2	x	-5.0	-1.1	-1.6
CC(=O)N1c2ccc(S(=O)(=O)NCc3ccco3)cc2CC1C (stereo not given)	-2.5	-2.7	1.2	x	3.0	1.2	-0.2	0.4	-4.5	0.8
Cc1cccc(NC(=O)Cn2cnc3sc(C)c(S(=O)(=O)N4CCC(C)CC4)c3c2=O)n1	-2.9	5.5	0.2	x	-3.6	2.0	-0.7	0.4	13.6	-1.5
CCOc1ccc(C(=O)NC2CCCCCCC2)cc1	-9.1	-0.2	-6.3	112.9	-3.2	-0.9	-1.0	2.6	-3.3	-0.9
CCCc1cc(=O)[nH]c(SCC(=O)N2CCN(S(=O)(=O)c3ccc(C)cc3)C2)n1	-5.1	0.4	0.4	102.5	3.7	0.1	-0.4	6.4	x	-3.6
Cc1cc(OC(=O)c2ccccc2C(F)(F)F)c([N+](=O)[O-])c(=O)[nH]1	-1.6	-5.5	x	100.9	1.6	-0.4	-0.3	4.0	x	-2.3
S=C(NCC(c1cccnc1)N1CCOCC1)NC1CCCCC1 (stereo not given)	-6.3	-1.3	-3.0	98.4	5.7	1.0	-2.5	-5.1	-1.7	-1.1
Cc1noc(C)c1C(=O)NC(C)C1CCCO1 (stereo not given)	1.2	3.5	-0.4	94.5	0.7	-1.4	x	-1.0	-2.5	0.0
O=[N+]([O-])c1ccc2nc(-c3ccc(Cl)cc3)[nH]c2c1	-1.0	-4.1	-1.2	90.7	-0.1	0.8	-4.1	1.7	4.1	-0.8
Cc1ccc(C)c(NC(=O)C2CCCN(c3cnccn3)C2)c1 (stereo not given)	4.4	0.9	x	101.1	24.8	-1.2	0.7	-2.6	-21.1	-1.9
C=CCNC(=O)COc1ccc(S(=O)(=O)N2CCCC2)cc1	-1.8	-1.4	-3.2	106.7	12.2	0.5	0.1	1.3	-2.2	-0.9
COc1ccc(NC(=O)COC(=O)C2CC(=O)N(c3ccc(OC(C)C)cc3)C2)cc1 (stereo not given)	-4.8	-2.2	-2.9	116.4	2.2	-0.5	-0.7	5.5	-1.8	-0.1
O=S(=O)(NCCc1ccccc1)c1ccc(-n2cnnn2)cc1	4.7	-0.6	0.7	102.9	25.9	0.9	-1.4	2.0	2.5	-2.5
COc1ccc(N2CCN(C(c3ccc4ncccc4c3)c3nnnn3C(C)(C)C)CC2)cc1 (stereo not given)	1.9	-4.1	-4.0	103.8	-6.2	-0.6	7.9	-1.3	10.2	-0.9
O=C(CSc1nc(-c2cccs2)cc(C(F)(F)F)n1)Nc1cc(OCC(F)(F)C(F)F)cc([N+](=O)[O-])c1	-25.4	-2.9	-3.8	106.9	6.7	-2.3	-0.9	-1.1	-2.3	-2.9
COc1ccc(/C=C(\C#N)C(=O)NCC2CCCO2)cc1OC (stereo not given)	-9.8	-0.7	3.5	109.2	3.3	1.2	-1.4	2.3	-1.5	-0.9
COc1cccc(NC(=O)NNC(=O)CCc2ccc(O)c(O)c2)c1	8.2	0.7	-2.7	100.6	-2.0	-0.5	-2.4	-1.5	3.3	-1.6
COc1ccc(OC)c2c(C)cc(N3CCN(C(=O)c4ccc(C)cc4)CC3)nc12	-4.1	3.4	-8.2	95.1	18.7	0.8	-1.5	-4.8	-1.4	0.7
COc1cc(OC)cc(C(=O)NCCS(=O)(=O)N2CCN(Cc3ccccc3)CC2)c1	-3.7	-5.1	-2.6	112.5	-2.0	0.7	-0.5	3.9	0.2	-0.7
O=C1C2ON(c3ccccc3)C(c3cccnc3)C2C(=O)N1c1ccccc1 (stereo not given)	-18.8	3.6	-7.1	x	-6.0	-0.9	-0.6	-1.9	x	-3.7
Cc1ccsc1CNc1ncnc2ccc(-c3c(C)noc3C)cc12	-3.3	-3.2	-1.4	102.9	38.0	3.6	-5.0	1.1	x	-2.0
CC1=NNC(=O)C1CCC(=O)N/N=C/c1c(Cl)cccc1Cl (stereo not given)	-13.7	-0.1	-2.6	103.4	3.6	-0.2	-0.4	-1.2	-2.6	-0.9

An excerpt; count on the stated rates, not on these rows.
